ERG Ets-DNA blk = inhibitors of human ERG Ets domain-DNA interaction | P11308 | fluorescence polarization, His-ERG Ets domain / labelled DNA | Potency, µM (highest dose often 76.9 µM), without a hit: top-dose FP activity, negative = inhibition, most hits filed as inhibitors | actives 0.028% (n = 370,000); active means well fitted inhibition curve with a large enough effect in the polarisation, with a control signal flat; inconclusive means small, poorly fitted or top-dose-only effect, or effect the other way, or a change in a side signal; inactive means no such curve, though single readings can be large or run the other way; the % refers to the polarisation;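 further: polarization taken with two DNA probes labelled with fluorescein and Texas red; potency means the concentration at half of the fitted maximal effect; % of control where 0% means no effect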
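His-tagged ERG Ets domain (1 uM in the protein solution; 300mM KCl, 50mM Tris-HCl, 1mM EDTA, 1mM DTT, pH 7.5) received compound, then a probe mix of 5 nM fluorescein-DNA and 100nM Texas-615-DNA. Fluorescence polarization was read for both dyes.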
GLS inhibitor = inhibitors of human glutaminase (GLS); Potency, µM (highest dose often 45.5 µM), for the others: at the highest dose activity change, negative = inhibition, actives largely listed as inhibitors; GLS enzymatic activity, qHTS titration; AID 624170; actives 0.21% (n = 410,000); further: potency means the concentration at half of the fitted maximal effect; on the % scale 0 is the no-effect control and ±100 the full control effect
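hKGA in 45 mM KH2PO4 pH 8.2, 0.02% Tween-20 with pin-transferred compounds; 1 mM L-glutamine (stock) plus glutamate oxidase/HRP/Amplex Red coupling added. Fluorescence read initially and after 30 min at RT.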
HP1b chromo inh = HP1-beta chromodomain-methylated histone interaction inhibition; AlphaScreen HP1-beta / biotin-H3K9me3 peptide binding; Potency, µM (series often up to 114 µM), without a hit: at the highest dose activity change, negative = inhibition, most hits filed as inhibitors; actives 0.56% (n = 390,000); AID 540317; further: potency means the concentration at half of the fitted maximal effect; nearly all actives have a fitted effect of over 70% in size; inactives centre near 23
Target sequence (P83916 whole entry, looked up): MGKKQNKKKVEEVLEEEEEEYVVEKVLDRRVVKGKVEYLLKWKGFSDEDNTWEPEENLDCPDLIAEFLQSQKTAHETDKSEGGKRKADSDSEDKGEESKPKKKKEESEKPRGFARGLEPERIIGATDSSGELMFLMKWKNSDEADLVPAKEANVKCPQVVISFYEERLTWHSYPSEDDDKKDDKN
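HP1-beta protein (50 nM final) preincubated 30 min at room temperature with biotinylated H3(1-18)K9me3 peptide (50 nM) in PBS pH 7.4, 0.01% Tween-20, then compound added for 30 min. AlphaScreen streptavidin donor/nickel chelate acceptor beads (10 ug/mL final), 30 min dark, luminescence read.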
PGK inhibitor = T. brucei PGK inhibition. P07378. PGK/GAPDH coupled, Kinase-Glo luminescence, 60 min. Potency, µM (doses to about 57.5 µM), without a hit: at the top dose activity change, negative = inhibition, most hits filed as inhibitors. actives 0.043% (n = 380,000); further: potency means the concentration at half of the fitted maximal effect; on the % scale 0 is the no-effect control and ±100 the full control effect; nearly all actives have a fitted effect of over 60% in size
Target sequence (P07378 whole entry, looked up): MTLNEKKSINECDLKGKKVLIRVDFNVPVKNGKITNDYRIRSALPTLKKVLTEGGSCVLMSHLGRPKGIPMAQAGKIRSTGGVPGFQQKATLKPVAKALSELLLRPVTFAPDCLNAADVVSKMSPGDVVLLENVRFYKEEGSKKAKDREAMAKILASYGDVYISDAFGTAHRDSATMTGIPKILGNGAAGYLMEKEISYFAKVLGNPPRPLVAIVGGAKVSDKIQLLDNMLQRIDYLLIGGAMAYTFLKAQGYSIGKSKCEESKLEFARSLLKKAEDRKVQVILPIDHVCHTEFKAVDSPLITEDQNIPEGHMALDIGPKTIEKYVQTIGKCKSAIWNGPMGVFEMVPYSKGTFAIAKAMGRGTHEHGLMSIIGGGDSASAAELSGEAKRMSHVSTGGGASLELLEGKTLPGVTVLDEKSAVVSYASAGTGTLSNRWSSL
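Luminescent ATP detection (Kinase-Glo Plus) follows a 60-minute room-temperature incubation, with wells lacking PGK as controls. Buffer: 100 mM TEA (pH 7.6), 5 mM MgCl2, 0.01% Tween-20. Coupling enzyme GAPDH (100 nM final) supplies unstable 1,3-BPG in-well.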
BAZ2B inh = blocks human BAZ2B; AlphaScreen BAZ2B-H3K14Ac peptide displacement; Potency, µM (titrated, usually from 114 µM), for the others: top-dose activity change, negative = inhibition, hits mostly inhibitors; actives 4.4% (n = 360,000); Q9UIF8; further: potency means the concentration at half of the fitted maximal effect; on the % scale 0 is the no-effect control and ±100 the full control effect; nearly all actives have a fitted effect of over 60% in size
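AlphaScreen displacement of biotin-H3(5-23)K14Ac peptide (50 nM final) from BAZ2B (50 nM final) in PBS pH 7.4, 0.01% Tween-20; complex preformed 30 min RT, then compounds (top 110 uM) 30 min RT, beads 20 min dark.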
PI4K2A block = PI4K2A (human) kinase inhibition. Q9BTU6. purified PI4K2A, ADP-Glo luminescence, 1 h; stronger effect = lower value. activity change, negative = inhibition, % at 76.9 µM. actives 0.13% (n = 420,000); in the data active means activity change below about -50%; inconclusive means mostly about -30% to -49%;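 further: -100% = wells without enzyme as full effect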
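ADP-Glo luminescence measured ADP generated by PI4K2A enzyme (4 ug/mL before mixing) with 1.2 mM PI substrate (pre-mix) and 300 microM ATP (pre-mix). Tris pH7.5 buffer with MgCl2, Triton X-100; 1 h reaction at ambient temperature.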
Pin1 inhibitor = human Pin1 inhibition; AID 504891; Pin1 FP peptide displacement, HiFluor488, 10 min; Q13526; Potency, µM (series often up to 115 µM), inactives show at the highest dose activity, negative = inhibition, most hits filed as inhibitors; actives 0.009% (n = 390,000); active means well fitted inhibition curve with a large enough effect in the polarisation, with a control signal flat, not every such curve was filed as active; inconclusive means small, poorly fitted or top-dose-only effect, or effect the other way, or a change in a side signal; inactive means no such curve, though single readings can be large or run the other way; the % refers to the polarisation; further: potency means the concentration at half of the fitted maximal effect; on the % scale 0 is the no-effect control and ±100 the full control effect
Target sequence (Q13526 whole entry, looked up): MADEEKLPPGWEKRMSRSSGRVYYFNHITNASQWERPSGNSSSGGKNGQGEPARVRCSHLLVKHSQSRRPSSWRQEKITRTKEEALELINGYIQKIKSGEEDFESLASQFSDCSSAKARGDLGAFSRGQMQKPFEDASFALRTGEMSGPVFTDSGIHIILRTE
JMJD2A Tudor = blocks the human JMJD2A Tudor domain. AlphaScreen JMJD2A-Tudor / H3K4me3 peptide binding. actives 4.4% (n = 390,000). O75164. Potency, µM (top dose mostly 114 µM), without a hit: at the highest dose activity change, negative = inhibition, actives largely listed as inhibitors; further: potency means the concentration at half of the fitted maximal effect; on the % scale 0 is the no-effect control and ±100 the full control effect; nearly all actives have a fitted effect of over 50% in size
G9a block = G9a (human) methyltransferase inhibition | G9a H3K9 monomethylation, AlphaScreen, 2 h | actives 8.8% (n = 350,000) | Potency, µM (highest dose often 102 µM), without a hit: at the top dose activity, negative = inhibition, usual class: inhibitors; further: potency means the concentration at half of the fitted maximal effect; on the % scale 0 is the no-effect control and ±100 the full control effect; nearly all actives have a fitted effect of over 75% in size
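AlphaScreen read-out: biotin-H3K9 peptide (500 nM) methylation by 20 nM enzyme with 20 uM SAM, 2 h at room temperature after 15 min compound preincubation; anti-monomethyl H3K9 antibody plus donor/acceptor beads, 10 min dark.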
* marks the source's active call; other numbers are inactive results; i = inactive; ? = inconclusive; / = no result given; & = joins results of further samples; [ ] = remark or other dose. Unless noted, the call rests on the fitted dose curve; in most records, active means well fitted curve in the direction sought with a large enough effect; inconclusive means small, poorly fitted or top-dose-only effect, or another doubt; inactive means no such curve, though single readings can be large; an effect the other way counts as inactive or inconclusive.

SMILES | ERG Ets-DNA blk | GLS inhibitor | HP1b chromo inh | PGK inhibitor | BAZ2B inh | PI4K2A block | Pin1 inhibitor | JMJD2A Tudor | G9a block
COc1cccc(C(=O)Nn2cnnc2)c1OC | -9% | 1% | 50%[activator] | -4% | -3% | -3 | -2% | 5% | 17%
CCCn1c(C(C)Nc2nc(-c3ccc(Cl)c([N+](=O)[O-])c3)cs2)nc2cc(Cl)c(N3CCCCC3)cc21 (centres undefined) | -6% | 3% | 1% | 8% | -10%[57.1 µM] | -3 | ? | ? | /
CCOC(=O)N1CCN(C(=O)CN(C)S(=O)(=O)c2ccc(Cl)cc2)CC1 | 8% | 2% | -2% | -7% | -1% | -1 | -5% | -6% | 28%
COc1ccccc1NC(=O)CSc1nnc(-c2ccccc2)o1 | 3% | 0% | 58%[activator] | 6% | -4% | -7 | -1% | -7% | 24%
CCC(Sc1nc(-c2cccc(OC)c2)c(C#N)c(=O)[nH]1)C(=O)Nc1nnc(C(C)C)s1 (centres undefined) | -2% | 17% | 31% | -7% | -28% | -16 | -7% | -13% | -22%
CCCn1c(C)nc2c(c1=O)c1nc3ccccc3nc1n2CCC1=CCCCC1 | -2% | 6% | 35% | -6% | 9% | -11 | -9% | -9% | /
COc1ccc(CNC(=O)C(C)OC(=O)C23CC4CC(CC(O)(C4)C2)C3)cc1 (centres undefined) | -1% | 0% | 21% | 6% | -5% | -1 | 2% | -3% | -31%[59 µM]
Cc1cc(Cl)ccc1OCC(=O)NNC(=O)c1cccnc1 | -4% | 12% | 50%[activator] | 2% | -2% | -7 | 0% | -9% | /
COc1ccc(OC)c(Nc2nc3nonc3nc2N2CCCCC2)c1 | 10% | 16% | 18% | 3% | -2% | 2 | -5% | -14% | 1%[59 µM]
Cn1c(=O)c(=O)n(C)c2cc(S(=O)(=O)CCC(=O)N3CCCCC3)ccc21 | -2% | 0% | 38% | i | 15% | 1 | 0% | -7% | /
COc1ccccc1/C=C/C=N/NC(=O)CCn1cnc2ccccc21 | -4% | 5% | 1% | -1% | ? | -9 | 4% | -30% | /
CN(C)/C(Cn1cncn1)=C1/N=C(c2c(F)cccc2F)OC1=O | 7% | 1% | 44%[activator] | -5% | -5% | 1 | -6% | 1% | ?
CCc1nn(CC(=O)N2CCN(c3cc(C)ccc3C)CC2)c(=O)c2cc3occc3n12 | 7%&-4% | 3%&-7% | 45%&18%[activator] | -3% | -20%&1% | -1&-1 | 7%&-2% | -7%&-2% | 45%[activator]
O=S(=O)(Nc1cccc(-c2ccc(N3CCOCC3)nn2)c1)c1cc(C(F)(F)F)ccc1Cl | 6% | 0% | -15% | -4% | -5% | -2 | -2% | -22% | -31%[59 µM]
CCOC(=O)N1CCC(NC(=O)c2cnn(-c3cccc(C)c3)c2C2CCN(C(=O)OC(C)(C)C)CC2)CC1 | 4% | 0% | 26% | -3% | 9%[57.1 µM] | 1 | 1% | -8% | -21%[59 µM]
COc1ccccc1CN(Cc1cc2cc3c(cc2[nH]c1=O)OCCO3)Cc1nnnn1Cc1ccco1 | 4% | ? | -25% | -7% | ? | -23 | / | 35µM* | ?
Cc1[nH]nc(Nc2ccccc2)c1[N+](=O)[O-] | 2% | 30%[activator] | 16% | 0% | -12% | 3 | -3% | -11% | 4%[12.7 µM]
COCCn1nnnc1CN1CCOCC1 | / | 13% | 7% | -5% | -6% | -3 | 24% | -22% | 50µM*
Cc1cc(C(=O)NC2CCCc3c2cnn3-c2cccc(C)c2C)n(C)n1 (centres undefined) | 15% | -1% | 34% | -9% | -19% | -4 | -5% | -1% | 19%
CCCOc1ccc(-c2nonc2NC(=O)c2ccco2)cc1OCCC | -2% | -23% | 54%[activator] | -8% | -4% | -4 | 2% | -1% | -1%[59 µM]
c1ccc2c(c1)CC(CN1CCNCC1)O2 (centres undefined) | 15% | 5% | 19% | i | -2% | 2 | 2% | -23% | ?

Marked active in G9a block (from the list above):
SMILES | ERG Ets-DNA blk | GLS inhibitor | HP1b chromo inh | PGK inhibitor | BAZ2B inh | PI4K2A block | Pin1 inhibitor | JMJD2A Tudor | G9a block
COCCn1nnnc1CN1CCOCC1 | / | 13% | 7% | -5% | -6% | -3 | 24% | -22% | 50µM*

Gathered by group, those above containing sulfur
SMILES | ERG Ets-DNA blk | GLS inhibitor | HP1b chromo inh | PGK inhibitor | BAZ2B inh | PI4K2A block | Pin1 inhibitor | JMJD2A Tudor | G9a block
CCCn1c(C(C)Nc2nc(-c3ccc(Cl)c([N+](=O)[O-])c3)cs2)nc2cc(Cl)c(N3CCCCC3)cc21 (centres undefined) | -6% | 3% | 1% | 8% | -10%[57.1 µM] | -3 | ? | ? | /
CCOC(=O)N1CCN(C(=O)CN(C)S(=O)(=O)c2ccc(Cl)cc2)CC1 | 8% | 2% | -2% | -7% | -1% | -1 | -5% | -6% | 28%
COc1ccccc1NC(=O)CSc1nnc(-c2ccccc2)o1 | 3% | 0% | 58%[activator] | 6% | -4% | -7 | -1% | -7% | 24%
CCC(Sc1nc(-c2cccc(OC)c2)c(C#N)c(=O)[nH]1)C(=O)Nc1nnc(C(C)C)s1 (centres undefined) | -2% | 17% | 31% | -7% | -28% | -16 | -7% | -13% | -22%
Cn1c(=O)c(=O)n(C)c2cc(S(=O)(=O)CCC(=O)N3CCCCC3)ccc21 | -2% | 0% | 38% | i | 15% | 1 | 0% | -7% | /
O=S(=O)(Nc1cccc(-c2ccc(N3CCOCC3)nn2)c1)c1cc(C(F)(F)F)ccc1Cl | 6% | 0% | -15% | -4% | -5% | -2 | -2% | -22% | -31%[59 µM]
